HT1080 viability: cytotoxicity in HT1080 fibrosarcoma cells, cell-based, fluorescence readout (AID 620) | hit rate 0.42% among 87,000 | cytotoxicity, % at 10 µM, or EC50 in µM where a hit was titrated | HT1080 viability, fluorescence; higher % means a stronger effect; in the data active = cytotoxicity above about 50%;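 also: cells exposed to compound overnight then 4 h with Alamar Blue; 0% = vehicle DMSO and 100% = killing control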
* = called active by the depositor.

SMILES	HT1080 viability
O=C(CCCn1c(SCC(=O)c2ccccc2)nc2ccccc2c1=O)NCC1CCCO1 (configuration not stated)	21%
CCN(CC)C(=O)c1cnn(-c2ccccc2)c1NC(=O)c1ccco1	-2%
COc1ccc(/C=C2\N=C(SC)SC2=O)cc1OC	-30%
CC(=O)Nc1ccc(S(=O)(=O)N2CCN(C)CC2)cc1	2%
COC(=O)C(C)N(C(=O)c1cccc2ccccc12)c1c(C)cccc1C (configuration not stated)	31%
Cc1ccc(-c2nnc(N3CCCCC3)c3ccccc23)cc1S(=O)(=O)NCC1CCCO1 (configuration not stated)	-4%
CCCCC(=O)Nc1cc(OC)c(NC(=O)C2CCCCC2)cc1OC	-1%
COc1ccc(-c2coc3cc(OC)cc(O)c3c2=O)cc1	-11%
COc1ccc(-c2cc(C(F)(F)F)n3nc(N)nc3n2)cc1	4%
CSc1nc2ccc(S(=O)(=O)N3CCCCC3)cc2s1	17%
CCN(CC(=O)NC(C)C)Cc1nc2sc3c(c2c(=O)[nH]1)CCC3	-6%
O=C(Nc1ccc(Cl)cc1)c1cccs1	0%
O=C(CCS(=O)(=O)c1ccc(Br)cc1)N1CCN(c2ccc(Cl)cc2)CC1	26%
COC(=O)[C@@]1(Cc2ccc(OC)cc2)[C@@H]2C(=CC(=O)[C@H]2CC(=O)C(=O)N(C)C)CN1C(=O)c1ccccc1	-40%
O=C(CCNC(=O)c1ccccc1)OCN1C(=O)c2ccccc2C1=O	15%
O=C(Nc1ccc2c(c1)OCO2)c1ccc(Cl)nc1	11%
Cc1ccccc1S(=O)(=O)Nc1cccnc1	0%
COc1ccccc1CN(Cc1nc2ccccc2c(=O)[nH]1)C(=O)Nc1cccc(C)c1	2%
Cc1noc(C)c1C(=O)N1CC(C)OC(C)C1 (configuration not stated)	26%
CCOc1ccc(S(=O)(=O)NCc2ccc(Cl)cc2)c2cccnc12	0%
Clc1ccc(C2=C3CCCCn4c(-c5ccccc5)c[n+](c43)C2)cc1	24%
COc1ccc(-c2noc(-c3ccc(C)cc3)n2)cc1	-2%
CCN(CC)C(=O)CSc1nc(-c2cccs2)cc(-c2cccs2)c1C#N	-2%
O=C(Nc1ccc2nc(-c3cccs3)c(-c3cccs3)nc2c1)NC1CC1	20%
O=C(NCCN1CCOCC1)c1ccc2ccccc2n1	-7%
CCCCCC/C(C)=C1/SC(=S)NC1=O	0%
O=c1cc(O)c(-c2ccccc2Cl)c(Cl)[nH]1	2%
Clc1ccc(C2=CSC3=Nc4cccc5cccc(c45)N23)cc1	-6%
CNC1=C(Br)C(=O)c2ccncc2C1=O	-12%
CCC(C)NS(=O)(=O)c1ccc(NS(=O)(=O)c2ccc(F)cc2)cc1 (configuration not stated)	0%
N#CC1=C(N)C(C#N)(C#N)C(c2ccncc2)C2CN(C(=O)OCc3ccccc3)CC=C12 (configuration not stated)	3%
COc1cccc(C2C(C#N)=C(N)Oc3c2oc(CO)cc3=O)c1 (configuration not stated)	-12%
COC(=O)C1=C(C)N(CCCC(=O)O)C(=O)NC1c1cccc(Cl)c1Cl (configuration not stated)	-14%
Cc1ccc(NC(=O)NC2CCCN2S(=O)(=O)c2ccc(Cl)cc2)cc1 (configuration not stated)	-7%
COc1ccc(CCN2C(=O)c3[nH]nc(-c4ccccc4O)c3C2c2cccc(Cl)c2)cc1 (configuration not stated)	1%
Cc1noc(C)c1COc1ccc(C(=O)OCC(=O)NC23CC4CC(CC(C4)C2)C3)cc1	0%
O=C(c1ccc(CN2CCOCC2)cc1)N1CCN(c2cccc(Cl)c2)CC1	17%
CCOCCn1c(C(C)C)nc2ccccc21	-8%
CCOC(=O)c1nnn(-c2nonc2N)c1COc1c(C=O)cccc1OC	-16%
CC(C)(C)NS(=O)(=O)c1ccc(CCC(=O)NCc2ccc3c(c2)OCO3)cc1	-11%
CCOC(=O)CN1NC2(CCCC(C)C2)NC1=S (configuration not stated)	-9%
Cc1sc2c(=O)n3c(nc2c1C(=O)NC1CCCCC1)CCCCC3	-15%
CCOCCCNC(=O)c1ccc(Br)cc1	2%
CCOC(=O)N1CCC(n2c(SCC(=O)OCc3ccccc3)nc3ccsc3c2=O)CC1	18%
CCC(C)(C)NC(=O)Cc1ccc(OC)c(OC)c1	2%
COc1ccc(C2SC[C@@H](C(=O)O)N2C(C)=O)cc1 (some centres not stated)	-4%
O=S(=O)(N/N=C\c1ccc(-c2ccccc2Cl)o1)c1ccccc1	-7%
CCOC(=O)c1ccc(NC(=O)CSc2nc(NC(=O)c3ccccc3)c3c(C)c(C)oc3n2)cc1	-12%
Cc1cc(NS(=O)(=O)c2ccc(NC(=O)c3ccco3)cc2)nc(C)n1	1%
C(=C\c1ccccc1)/CSc1nnc(-c2ccccc2)n1Cc1ccco1	54%*

Additional results follow.
SMILES	HT1080 viability
CCN(CC)CC(=O)N1c2ccccc2Sc2ccc(Cl)cc21	4%
CCOC(=O)C(=O)Nc1nnc(Cc2ccc(OC)c(OC)c2)s1	-8%
COc1ccc(NC(=O)CC(C)C)c(OC)c1	-9%
N#Cc1cc(-c2ccccc2)nnc1Sc1ccc(F)cc1	23%
CC(=O)Nc1ccc(NC(=O)CSc2ncnn2-c2ccccc2)cc1	-12%
CCOC(=O)c1sc2cccc(Cl)c2c1N	-8%
O=c1[nH]c(CSc2nnc(-c3cccnc3)n2C2CCCCC2)nc2ccccc12	0%
COc1ccccc1N1CCN(Cc2cc(=O)n3ccsc3n2)CC1	16%
COc1ccc(C2CC(c3cccs3)=Nc3ccccc3S2)cc1OC (configuration not stated)	2%
O=C(NCc1ccccc1)c1ccc2c(c1)C(=O)N(Cc1ccncc1)C2=O	-1%
Cc1cc(NC(=O)CSCCO)no1	8%
CCCCNC(=O)c1sc2ncnc(N3CCc4ccccc4C3)c2c1C	12%
Cc1cc(C)c(C)c(S(=O)(=O)NCc2ccc(C(=O)N3CCCCC3)cc2)c1C	-2%
O=C1C=C(c2ccc(Cl)cc2)OC2(CCCC2)O1	-8%
Cc1cc2c(OCC(O)CNC(C)(C)C)cccc2[nH]1 (configuration not stated)	16%
CCOc1ccc(C(=O)NC(Cc2ccccc2)C(=O)OC)cc1 (configuration not stated)	3%
COC(=O)COn1c(-n2nc(C)cc2C)nc2ccccc2c1=O	-1%
CCN(CC)C(=O)CSc1nnc(CNc2ccc(F)cc2)n1-c1ccccc1	8%
Cc1ccc(N/C(N)=N/c2nc(CSc3ccc(C)cc3)cc(=O)[nH]2)cc1	-2%
CCOc1ccc(NC(=O)c2ccccc2NC(=O)CN(C)CC(=O)Nc2ccc(C)cc2)cc1	30%

A section taken from the entries so far, as a working copy:
SMILES	HT1080 viability
Cc1ccc(N/C(N)=N/c2nc(CSc3ccc(C)cc3)cc(=O)[nH]2)cc1	-2%
CCOc1ccc(NC(=O)c2ccccc2NC(=O)CN(C)CC(=O)Nc2ccc(C)cc2)cc1	30%

(listing goes on)
SMILES	HT1080 viability
COc1cccc2cc(C(=O)NCc3ccccn3)c(=O)oc12	-2%
COC(=O)c1c(NC(=O)C2CCCO2)sc2c1CCC2 (configuration not stated)	-3%
O=C(Nc1ccc(S(=O)(=O)N2CCc3ccccc3C2)cc1)c1ccccc1	9%
CC(C)(C)NS(=O)(=O)c1ccc(NS(C)(=O)=O)cc1	-6%
Cc1cc(C)nc(NS(=O)(=O)c2ccc(NC(=O)COc3ccccc3)cc2)n1	5%
CCCCOc1ncnc2c1[nH]c1ccc(OCC)cc12	-12%
CC(=O)c1cc(-c2ccccc2)n(CC(=O)N2CCC(C)CC2)c1C	-7%
Nc1nc(CN2CCC(Cc3ccccc3)CC2)nc(Nc2ccccc2)n1	2%
c1ccc(C(c2nnnn2Cc2ccco2)N2CCN(c3nc4ccccc4s3)CC2)cc1 (configuration not stated)	6%
CCc1cc2c(=O)n(-c3ccc(C)cc3)cnc2s1	-1%
CC(Sc1nc(-c2ccccc2)cc(C(F)(F)F)n1)C(=O)N1CCCCC1 (configuration not stated)	-18%
COCCNC(=O)CCc1ccc(S(=O)(=O)Nc2ccc(C)cc2)cc1	0%
Clc1ccc(C2[C@H]3CN(Cc4cccnc4)[C@H](c4ccccc4)C34CC2(c2cccnc2)C4)cn1 (some centres not stated)	-6%
Cc1cc(C)nc(N2CCC(C(=O)NCc3ccccc3)CC2)n1	25%
CCOc1ccc2[nH]c(=O)c(CN(Cc3ccccc3OC)C(=O)c3ccccc3)cc2c1	15%
Cc1cc2ccccn2c1C(=O)c1nc(N2CCOCC2)ncc1Cl	-21%
CC1(C)Cc2ccccc2-c2nnc(-c3ccc4ccccc4n3)n21	1%
CN1CCN(C(=O)CN(Cc2ccccc2)S(C)(=O)=O)CC1	2%
Cc1nc2ccc(NC(=O)c3ccc(Cl)c(NC(=O)c4cccs4)c3)cc2s1	3%
CCCN(CCC)S(=O)(=O)c1ccc(NC(=O)C2CCCO2)cc1 (configuration not stated)	14%

Filtered by structure: those above with an NH in an aromatic ring (nine)
SMILES	HT1080 viability
CCN(CC(=O)NC(C)C)Cc1nc2sc3c(c2c(=O)[nH]1)CCC3	-6%
COc1ccccc1CN(Cc1nc2ccccc2c(=O)[nH]1)C(=O)Nc1cccc(C)c1	2%
O=c1cc(O)c(-c2ccccc2Cl)c(Cl)[nH]1	2%
COc1ccc(CCN2C(=O)c3[nH]nc(-c4ccccc4O)c3C2c2cccc(Cl)c2)cc1 (configuration not stated)	1%
O=c1[nH]c(CSc2nnc(-c3cccnc3)n2C2CCCCC2)nc2ccccc12	0%
Cc1cc2c(OCC(O)CNC(C)(C)C)cccc2[nH]1 (configuration not stated)	16%
Cc1ccc(N/C(N)=N/c2nc(CSc3ccc(C)cc3)cc(=O)[nH]2)cc1	-2%
CCCCOc1ncnc2c1[nH]c1ccc(OCC)cc12	-12%
CCOc1ccc2[nH]c(=O)c(CN(Cc3ccccc3OC)C(=O)c3ccccc3)cc2c1	15%

Filtered by structure: the compounds so far containing fluorine (5)
SMILES	HT1080 viability
COc1ccc(-c2cc(C(F)(F)F)n3nc(N)nc3n2)cc1	4%
CCC(C)NS(=O)(=O)c1ccc(NS(=O)(=O)c2ccc(F)cc2)cc1 (configuration not stated)	0%
N#Cc1cc(-c2ccccc2)nnc1Sc1ccc(F)cc1	23%
CCN(CC)C(=O)CSc1nnc(CNc2ccc(F)cc2)n1-c1ccccc1	8%
CC(Sc1nc(-c2ccccc2)cc(C(F)(F)F)n1)C(=O)N1CCCCC1 (configuration not stated)	-18%

Additional entries.
SMILES	HT1080 viability
CCOc1ccc(N(CC(=O)Nc2ccccc2C(=O)NCc2ccco2)S(C)(=O)=O)cc1	0%
CCC(=O)Nc1cc(-c2nn(C)c(=O)c3ccccc23)ccc1N1CCOCC1	-8%
CC1(C)NC(=O)N(CCCCSc2ccc(Cl)cc2)C1=O	-16%
Cc1ccc(CN2CCN(c3ncccn3)CC2)o1	12%
Cc1nc(SCC(=O)NC2CCCC2)[nH]c(=O)c1Cc1ccccc1	-8%
CCOc1ccccc1CN1CCC(O)CC1	0%
N/C(Cc1ccc(Cl)cc1)=N\OC(=O)c1cccc2ccccc12	-6%
Cc1cccc(Nc2nc(N)nc(CSc3nccn3C)n2)c1	-3%
COc1ccc(OC)c(-n2c(CNC3CCN(Cc4ccccc4)CC3)nc3ccccc3c2=O)c1	11%
CC(=O)N1CCC(C(=O)c2ccc(Cl)cc2)CC1	2%
COc1ccc(C(=O)C(CN2CCOCC2)c2ccccc2)cc1 (configuration not stated)	27%
CCCCCCC(=O)Nc1cc2c(C)cc(=O)oc2cc1C	-12%
S=c1[nH]nc(-c2cc(-c3ccco3)[nH]n2)n1-c1ccccc1Cl	13%
O=C(Nc1nccs1)c1csc2c1CCCC2	22%
O=C(NCCc1c[nH]c2ccccc12)Nc1ccccc1	-12%
O=C(CN(c1ccccc1F)S(=O)(=O)c1ccccc1)NC1CCCCCC1	-9%
CCOC(=O)Cn1nnnc1C(C(C)C)N(Cc1cccs1)Cc1cc2cc(C)ccc2[nH]c1=O (configuration not stated)	7%
CCOC(=O)Nc1ccc2c(c1)N(C(=O)C(C)N1CCCC1)c1ccccc1CC2 (configuration not stated)	-3%
Cc1ccc(Cc2cnc(NC(=O)C3CCCO3)s2)cc1 (configuration not stated)	2%
O=C(Nc1nnc(-c2ccccc2)s1)c1cc(S(=O)(=O)N2CCOCC2)c(Cl)cc1Cl	-1%
CC(C)c1ccc(Nc2cnn(C34CC5CC(CC(CC(=O)O)(C5)C3)C4)c(=O)c2Cl)cc1	0%
COc1ccc(NC(=O)N2CCC(n3nnc4cc(C)ccc43)CC2)cc1	19%
COC(=O)c1c(C)n(-c2ccc(C)cc2)c2ccc(O)cc12	3%
COc1ccc(/C=N/Nc2ccccc2)cc1Cn1nc(C)c([N+](=O)[O-])c1C	-8%
Cc1ccc(C(=O)OCc2ccc3c(c2)OCO3)cc1S(=O)(=O)N1CCCCC1	-4%
CCC(=O)Oc1c(-c2ccccc2)c2nc3ccccc3nc2c2ccccc12	-16%
O=c1c(O)c(-c2cccs2)oc2ccc(Cl)cc12	30%
O=C(O)C1CCCCC1C(=O)Nc1cccc2ccccc12 (configuration not stated)	4%
COC(=O)CSc1nc2nc(C)c(Br)cc2[nH]1	-5%
COCCNC(=O)C(C)N1c2cccc3cccc(c23)S1(=O)=O (configuration not stated)	-6%
CCOC(=O)C1=C(C)N(CCCC(=O)O)C(=O)NC1c1ccc(Cl)cc1 (configuration not stated)	-14%
O=C1NC(NS(=O)(=O)c2ccc(Cl)cc2)(C(F)(F)F)C(=O)N1Cc1cccnc1 (configuration not stated)	-4%
CC(C)C(=O)c1cc2c(cc1NC(=O)c1cccs1)OCCO2	-6%
COc1ccc(/C(O)=C/c2nc3ccccc3n(-c3ccccc3)c2=O)cc1	-1%
CC(C)CN1C(=O)c2ccc(NC(=O)c3cccs3)cc2C1=O	12%
COC(=O)C1=C(C)NC(C)=C(C(=O)OC)C1C(=O)OCC(=O)N1c2ccccc2CC1C (configuration not stated)	-1%
CCOc1ccc(NC(=O)c2ccc3snnc3c2)cc1	4%
CCNS(=O)(=O)c1ccc(C(=O)Nc2ccccc2)cc1	19%
Cc1cc(Cl)ccc1Oc1ncc(CN2CCN(c3ccccc3)CC2)s1	2%
CC(C)(C)c1ccc(S(=O)(=O)O/N=C2/CCCCC2c2ccc([N+](=O)[O-])cc2[N+](=O)[O-])cc1 (configuration not stated)	4%

Screens as filed in PubChem.

These rows are one share of the data; rates above refer to the full screens.
